# Bioassay records: PubChem, National Center for Advancing Translational Sciences (NCATS)
# Tb PFK block: qHTS Assay to Find Inhibitors of T. brucei phosphofructokinase; ATP-dependent 6-phosphofructokinase (Trypanosoma brucei brucei), O15648; T. brucei PFK, ADP-Glo luminescence; Potency, µM (series often up to 57.5 µM), inactives show top-dose activity, negative = inhibition, actives largely listed as inhibitors; 330,000 compounds, 0.17% hits;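 note: potency is the fitted concentration of half-maximal effect; 0% = uninhibited 1x PFK enzyme wells and -100% = no-enzyme wells; nearly all actives have a fitted effect of over 60% in size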
#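 Luminescent ADP detection (ADP-Glo, two-step: ATP depletion then ADP-to-ATP conversion for luciferase) reported PFK activity after 45 min room-temperature reaction of 1.25 nM enzyme with 0.5 mM F6P and 0.1 mM ATP at pH 8.0.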
# B2AR arrestin: qHTS assay of beta-arrestin-biased ligands of beta2-adrenergic receptor; Beta-2 adrenergic receptor (Homo sapiens), P07550; beta-arrestin recruitment to beta2AR, cell-based reporter; Potency, µM (series often up to 46.1 µM), without a hit: at the top dose activation, most hits filed as activators; 330,000 compounds, 0.02% hits;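 note: potency is the fitted concentration of half-maximal effect; 0% = DMSO controls and full agonism = EC100 isoproterenol or metaproterenol; nearly all actives have a fitted effect of over 65% in size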
# TSHR antagonist: Antagonists of the Thyroid Stimulating Hormone Receptor: HTS campaign; Thyrotropin receptor (Homo sapiens), P16473; TSHR-expressing cells, TSH-stimulated cAMP HTRF, 2 h; hits give low values; activity change, negative = inhibition, % at 11.5 µM; 330,000 compounds, 0.2% hits;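 active = activity change below a set negative limit, meaning inhibition stronger than a set level, cut at about -70% in these data; inconclusive = activity change between two set negative limits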; note: % is set by controls: 0 for no effect and ±100 for the full control effect
# Target sequence (P16473 whole entry, looked up): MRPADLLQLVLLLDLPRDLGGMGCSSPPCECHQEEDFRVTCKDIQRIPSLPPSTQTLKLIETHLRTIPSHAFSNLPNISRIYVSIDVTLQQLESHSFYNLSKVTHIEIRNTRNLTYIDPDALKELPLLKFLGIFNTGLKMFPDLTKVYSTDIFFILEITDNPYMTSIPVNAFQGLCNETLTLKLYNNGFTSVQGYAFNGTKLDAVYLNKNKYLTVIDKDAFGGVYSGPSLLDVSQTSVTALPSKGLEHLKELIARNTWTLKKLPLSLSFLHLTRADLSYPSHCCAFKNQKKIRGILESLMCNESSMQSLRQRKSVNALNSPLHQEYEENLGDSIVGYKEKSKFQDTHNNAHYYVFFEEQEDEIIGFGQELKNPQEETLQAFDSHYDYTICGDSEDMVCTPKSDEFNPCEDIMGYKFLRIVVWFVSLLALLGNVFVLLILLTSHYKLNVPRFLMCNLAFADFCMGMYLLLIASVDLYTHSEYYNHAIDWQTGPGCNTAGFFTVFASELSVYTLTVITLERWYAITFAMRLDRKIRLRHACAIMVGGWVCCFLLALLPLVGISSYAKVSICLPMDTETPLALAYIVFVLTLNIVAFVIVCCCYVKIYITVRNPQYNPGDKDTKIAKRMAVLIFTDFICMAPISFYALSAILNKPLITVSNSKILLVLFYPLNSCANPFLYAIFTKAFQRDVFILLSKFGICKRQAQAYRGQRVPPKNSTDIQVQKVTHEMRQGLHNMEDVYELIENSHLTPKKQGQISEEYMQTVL
#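 Freshly harvested TSHR cells receive pin-tooled compound, then EC80 TSH at 4nM final. After 2 hours at 37 deg C, antibody in lysis buffer and cAMP-d2 are added; 30 minutes at ambient temperature precede the HTRF read.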
# Eya2 phos inh: qHTS Assay for Inhibitors of the Phosphatase Activity of Eya2 | Protein phosphatase EYA2 (Homo sapiens), O00167 | recombinant Eya2, OMFP fluorescence dephosphorylation (OMFP is methylfluorescein phosphate) | Potency, µM (series often up to 76.9 µM), inactives show at the top dose activity, negative = inhibition, usual class: inhibitors | 330,000 compounds, 0.006% hits | AID 488837, 2010; note: potency is the fitted concentration of half-maximal effect; % is set by controls: 0 for no effect and ±100 for the full control effect
#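 Eya2 protein (added as 0.2 uM solution) was preincubated with compound for 10 min at ambient temperature in 50 mM HEPES pH 7.5, 50 mM NaCl, 5 uM MgCl2, 0.05% BSA, 1 mM DTT. OMFP (added at 50 uM) then reacted 10 min; fluorescence read at 485/525 nm.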
# TCR activator: Activators of T cell receptors: qHTS campaign | primary human leukocytes, anti-CD3, IL-2 HTRF, 48 h | Potency, µM (doses to about 9.22 µM), inactives show at the highest dose activation of IL-2 secretion, hits mostly activators | 330,000 tested, under 10 active | AID 504894, 2011; note: % of control where 0% means no effect
#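 Primary human leukocytes receive a-CD3 beads and test compound and are incubated 48 hr. Secreted IL-2 is then assayed by HTRF, measuring 665nm acceptor emission after 320nm excitation of the europium donor.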
# uPA surface inh: qHTS for Inhibitors of Cell Surface uPA Generation; Potency, µM (doses to about 38.3 µM), inactives show top-dose activity change, negative = inhibition, hits mostly inhibitors; 330,000 compounds, 0.31% hits; cell surface uPA generation assay, qHTS; AID 540303, 2011; active = well fitted inhibition curve with a large enough effect; inconclusive = small, poorly fitted or top-dose-only effect; inactive = no such curve, though single readings can be large or run the other way; tested in mouse RAW 264.7 cells; note: potency is the fitted concentration of half-maximal effect; % is set by controls: 0 for no effect and ±100 for the full control effect; nearly all actives have a fitted effect of over 55% in size
# ELG1 repair inh: qHTS screen for small molecules that inhibit ELG1-dependent DNA repair in human embryonic kidney (HEK293T) cells expressing luciferase-tagged ELG1; Potency, µM (doses to about 46.1 µM), inactives show at the highest dose activity change, negative = inhibition, hits mostly inhibitors; 330,000 compounds, 2.3% hits; HEK293T ELG1-luciferase reporter, luminescence, 16 h; DNA damage induced by 5-fluorouridine; note: potency is the fitted concentration of half-maximal effect; % is set by controls: 0 for no effect and ±100 for the full control effect; nearly all actives have a fitted effect of over 55% in size
#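 Cells (2,000 per well) received 5-fluorouridine plus test compound or DMSO and were incubated 16 hr at 37 °C, 5% CO2. Luciferase activity was read by luminescence 30 min after ONE-Glo addition; signal suppression marked inhibition of damage-induced ELG1 function.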
# USP2a inh: qHTS Assay for Inhibitors of Ubiquitin-specific Protease USP2a Using CHOP2 as the Reporter; USP2 core, Ub-CHOP2 coupled fluorogenic reporter, 485/531; Potency, µM (top dose mostly 38.3 µM), for inactives: top-dose activity change, negative = inhibition, usual class: inhibitors; 330,000 compounds, 0.01% hits; AID 463254, 2010;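 note: potency is the fitted concentration of half-maximal effect; plate controls were DMSO wells for no effect and full inhibition by NEM control for full effect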
#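 Deubiquitinase activity read as fluorescence (485/531 nm) after Ub-CHOP2 cleavage activates the enterokinase reporter on its substrate; USP2 core 10nM, Ub-CHOP2 and substrate 25nM each, 30min compound preincubation then 60min RT; data normalized to NEM, curves fitted.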
# Mito fusion act: qHTS Assay for Small Molecule Inhibitors of Mitochondrial Division or Activators of Mitochondrial Fusion. S. cerevisiae fusion-defective mutant growth rescue, CellTiterGlo 48 h. Potency, µM (top dose mostly 46.1 µM), for the others: at the highest dose growth rescue (activation), most hits filed as activators. AID 485298, 2010. 320,000 compounds, 0.23% hits;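 note: potency is the fitted concentration of half-maximal effect; % of control where 0% means no effect; nearly all actives have a fitted effect of over 45% in size; temperature-sensitive fusion mutants such as fzo1-1 at 37 °C on non-fermentable ethanol glycerol medium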
#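 Growth-rescue viability read-out: after 48 h at the non-permissive 37C in glycerol/ethanol YPEG, yeast mitochondrial fusion mutants are measured by CellTiterGlo luminescence; compounds (23 nl pinned per well) restoring growth score as division inhibitors or fusion activators.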
# TSG101-PTAP inh: qHTS Assay for Iinhibitors of HIV-1 Budding by Blocking the Interaction of PTAP/TSG101; Potency, µM (highest dose often 115 µM), without a hit: at the top dose activity change, negative = inhibition, actives largely listed as inhibitors; Fluorescence polarization, FITC-PTAP peptide / Tsg101 binding; AID 493005, 2010; 340,000 tested, under 10 active; active = well fitted inhibition curve with a large enough effect in the main read-out, with a control signal flat, not every such curve was filed as active; inconclusive = small, poorly fitted or top-dose-only effect, or effect the other way, or a change in a side signal; inactive = no such curve, though single readings can be large or run the other way; note: potency is the fitted concentration of half-maximal effect; % of control where 0% means no effect
#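 Steps: Tsg101 binding domain dispensed (10 uM final), compounds pinned in DMSO, FITC-labeled PTAP-motif peptide added (50 nM final); after 20 min binding at room temperature, polarization measured.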
# Chronic BCR inh: qHTS Assay to Find Inhibitors of Chronic Active B-Cell Receptor Signaling | ABC-DLBCL IkBa-CBG/CBR reporter, luminescence ratio, 4 h | Potency, µM (highest dose often 46.1 µM), inactives show top-dose ratio change, negative = lower green/red ratio, usual class: inhibitors | 340,000 compounds, 0.05% hits; active = well fitted inhibition curve with a large enough effect in the signal ratio, with a control signal flat, not every such curve was filed as active; inconclusive = small, poorly fitted or top-dose-only effect, or effect the other way, or a change in a side signal; the % refers to the signal ratio;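 note: potency is the fitted concentration of half-maximal effect; plate controls were basal doxycycline-induced cells for no effect and cells given 10 µM MG132 for full effect; MG132 reads +100%, hits lower the ratio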
#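 Doxycycline induced both beetle luciferases in TMD8 lymphoma cells; IKK-driven degradation limits the IkappaBalpha-fused green signal, while red luminescence normalises for cell number and nonspecific effects. Compounds tested up to 46 uM, 4 hrs.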
# Numbers without * were called inactive; ? = inconclusive; . = no result given; & = joins results of further samples; [ ] = another dose, or the depositor's remark. Unless noted, calls come from the whole dose curve; as a rule, active = well fitted curve in the direction sought with a large enough effect; inconclusive = small, poorly fitted or top-dose-only effect, or another doubt; inactive = no such curve, though single readings can be large; an effect the other way counts as inactive or inconclusive.
Compound	Tb PFK block	B2AR arrestin	TSHR antagonist	Eya2 phos inh	TCR activator	uPA surface inh	ELG1 repair inh	USP2a inh	Mito fusion act	TSG101-PTAP inh	Chronic BCR inh
CC1Cc2ccccc2N1S(=O)(=O)c1cccc(C(=O)NCCCn2ccnc2)c1 (stereo unspecified)	-2%	0.2%	10	11%	-1%	-1%	?	-7%	1%	-3%	-6%
COc1ccc(NC(=O)COC(=O)CN2C(=O)C3CC=CCC3C2=O)c([N+](=O)[O-])c1 (stereo unspecified)	4%	-1.0%	-4	-28%	3%	0%	9%	14%	.	-2%	?
Cc1cc(C)n2cnnc2n1	-3%	-0.2%	0	2%	6%	3%	22%	1%	2%	-1%	7%
O=[N+]([O-])c1ccccc1CNC(Cc1ccccc1)c1ccccc1 (stereo unspecified)	2%	-0.1%	4	-1%	-2%	-13%	-6%	1%	17%	-5%	-11%
CC1CCCCC1NC(=O)COC(=O)CN1C(=O)c2ccccc2C1=O (stereo unspecified)	-4%	-0.2%	-6	-8%	5%	1%	14%	0%	0%	-5%	2%
Cc1cc(C)c(NC(=O)C2CCCN2C)c(C)c1 (stereo unspecified)	-2%	-0.3%	-6	15%	-8%	1%	-10%	-5%	-2%	-7%	0%
CC1CCCCN1C(=O)COc1ccc2ccc(=O)oc2c1 (stereo unspecified)	0%	0.0%	-1	0%	0%	0%	?	-1%	5%	0%	2%
COC(=O)CCCC1=CC2=CC(=O)C(C)(OC(=O)C3CCCC3)C(=O)C2=CO1 (stereo unspecified)	4%	-0.1%	-4	3%	2%	12%	?	13%	-17%	-10%	2%
Cc1ccc(-n2ncc3c(=O)n(-c4ccc(C)c(C)c4)c(-c4ccco4)nc32)cc1	-8%	0.4%	-2	-10%	.	-5%	?	1%	15%	-1%	?
Cc1ccoc1C(=O)NCCNC(=O)c1occc1C	4%	-0.2%	-1	-29%	-4%	10%	19%	-1%	0%	-2%	2%

# Shown with values under each structure: part of the list above
# Sequence of screens: Tb PFK block | B2AR arrestin | TSHR antagonist | Eya2 phos inh | TCR activator | uPA surface inh | ELG1 repair inh | USP2a inh | Mito fusion act | TSG101-PTAP inh | Chronic BCR inh
- Cc1cc(C)c(NC(=O)C2CCCN2C)c(C)c1 (stereo unspecified)
→ -2% | -0.3% | -6 | 15% | -8% | 1% | -10% | -5% | -2% | -7% | 0%
- CC1CCCCN1C(=O)COc1ccc2ccc(=O)oc2c1 (stereo unspecified)
→ 0% | 0.0% | -1 | 0% | 0% | 0% | ? | -1% | 5% | 0% | 2%

# Further structures follow:
Compound	Tb PFK block	B2AR arrestin	TSHR antagonist	Eya2 phos inh	TCR activator	uPA surface inh	ELG1 repair inh	USP2a inh	Mito fusion act	TSG101-PTAP inh	Chronic BCR inh
COc1ccc(/C=C/C(=O)OCC(=O)Nc2ccc(N3CCOCC3)cc2)cc1	2%	0.1%	8	?	4%	-11%	12%	1%	2%	-7%	-3%
CCOc1ccc(NC(=O)C2CC(C)=C(C)CC2C(=O)O)cc1 (stereo unspecified)	0%	-0.1%	2	11%	-2%	6%	6%	4%	1%	-1%	4%
O=[N+]([O-])c1ccccc1S(=O)(=O)N1CCN(Cc2ccccc2)CC1	0%	0.5%	5	2%	.	4%	-9%	0%	4%	-2%	3%
COc1cc(NC(=O)CSc2ncccc2C(=O)OC(C)C)cc(OC)c1	2%	-0.4%	-11	-2%	-1%	.	-18%	6%	-3%	2%	-6%&-13%
COc1cc(/C=N/NC(=S)Nc2cccc(S(=O)(=O)N(C)C)c2)ccc1O	0%	-0.4%	-14	8%	1%[46.1 µM]	-4%	?	0%	-3%	-4%	?
Cc1cccc(-n2c(-c3csc(C)c3)n[nH]c2=S)c1	-20%	-0.1%	-14	-34%	4%	.	5%	4%	1%	-3%	?
CCCN(CC(=O)Nc1ccccc1OC)C(=O)c1cccc(S(=O)(=O)Nc2ccc(OC)cc2)c1	-3%	-4.4%	1	30%	-2%	1%	-12%	3%	-1%	-2%	-2%
Cc1ccc(CNC(=O)C2CC(=O)N(c3ccc(OCC(=O)N4CCCC4)cc3)C2)cc1 (stereo unspecified)	-6%	-0.5%	6	3%	1%[46.1 µM]	6%	9%	1%	3%	-4%	-1%
CCCCOC(=O)CNc1n[nH]c(=S)[nH]c1=O	3%	-0.3%	14	-2%	8%	.	-1%	2%	7%	-7%	14%
Cc1ccc(NC(=S)Nn2cnnc2)cc1	-4%	-0.1%	7	0%	4%	6%	19%	-16%	4%	-4%	0%

# By substructure, the entries above containing a furan ring, fused or not
Compound	Tb PFK block	B2AR arrestin	TSHR antagonist	Eya2 phos inh	TCR activator	uPA surface inh	ELG1 repair inh	USP2a inh	Mito fusion act	TSG101-PTAP inh	Chronic BCR inh
Cc1ccc(-n2ncc3c(=O)n(-c4ccc(C)c(C)c4)c(-c4ccco4)nc32)cc1	-8%	0.4%	-2	-10%	.	-5%	?	1%	15%	-1%	?
Cc1ccoc1C(=O)NCCNC(=O)c1occc1C	4%	-0.2%	-1	-29%	-4%	10%	19%	-1%	0%	-2%	2%

# (listing goes on)
Compound	Tb PFK block	B2AR arrestin	TSHR antagonist	Eya2 phos inh	TCR activator	uPA surface inh	ELG1 repair inh	USP2a inh	Mito fusion act	TSG101-PTAP inh	Chronic BCR inh
Cn1c(=O)c2c(SCC(=O)N3CCOCC3)nc(C3CC3)nc2n(C)c1=O	-4%	-0.4%	-2	5%	-4%	-1%	2%	1%	0%	-4%	0%
Cc1ccc(SCC(=O)NNC(=O)c2cncc(Br)c2)cc1	7%	-0.8%	-6	-2%	4%[46.1 µM]	-2%	4%	1%	.	0%	9%
CCC(C)Sc1nc2ccccc2c(=O)[nH]1 (stereo unspecified)	-3%	-1.1%	-6	-1%	5%[46.1 µM]	3%	1%	3%	6%	0%	-10%
Cc1onc(-c2ccccc2Cl)c1C(=O)N1CCN(C)CC1	0%	-0.3%	6	-9%	7%	2%	9%	2%	2%	-5%	2%
CC(C)COC(=O)C(C)Nc1n[nH]c(=S)[nH]c1=O (stereo unspecified)	1%	0.2%	-21	3%	-4%	-11%	-1%	12%	-8%	1%	-11%
COc1ccc(CCNC(=O)c2cc3c(=O)n4ccccc4nc3n(CCCN3CCOCC3)c2=N)cc1OC	-6%	0.0%	8	-2%	-1%	0%	?	1%	0%	-3%	-3%
N#CCn1c2ccccc2c2nc3ccccc3nc21	4%	0.1%	18	15%	-4%	-7%	26%	3%	2%	0%	?
CCOC(=O)CSc1nncc2ccc(OC)c(OC)c12	2%	-1.2%	2	-1%	-6%	.	6%	1%	-5%	-7%	10%
O=C(Nc1cc(F)cc(F)c1)c1ccc(NCCc2ccccc2)c([N+](=O)[O-])c1	-2%	-0.4%	0	3%	4%	-2%	26%	6%	7%	?	0%
CCCNC(=O)NC(=O)CSc1ccc(C)cc1C	1%	0.3%	8	-11%	-3%	-6%	0%	0%	1%	1%	-1%
COc1ccccc1N=C1SC(C(=O)Nc2ccc(F)cc2)CC(=O)N1C (stereo unspecified)	0%	-0.7%	-6	7%	-1%[46.1 µM]	-1%	8%	1%	-3%	-5%	?
O=C(NC1CCC(O)CC1)c1cc(-c2ccc(Cl)cc2)nc2ccccc12 (stereo unspecified)	10%	0.1%	3	24%	9%	0%	8%	1%	-2%	-6%	0%
COc1ccc(-c2ccc(-c3nnn(CC(C)=O)n3)cc2)cc1	13%	0.2%	-2	7%	2%	2%	?	-5%	0%	-5%	-1%
